# Assay outcomes from PubChem.
# Myeloid diff 2: promotes myeloid progenitor differentiation. ER-HoxA9 myeloid progenitors, lysozyme-GFP differentiation, flow cytometry. calls only at 10 µM. actives 1% (n = 360,000);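 active means normalized GFP-positive differentiation at or above the plate's own cutoff, the solvent-only control mean plus 3 SD; inconclusive means no clear call, values can overlap the other calls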;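 further: cells exposed to compound for four days before flow analysis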
# MgcRacGAP inhibition: MgcRacGAP GTPase-activating activity inhibitors, confirmation, biochemical, ADP Hunter fluorescence. MgcRacGAP-stimulated Rac1 GTP hydrolysis, ADP Hunter fluorescence; higher % means a stronger effect; GST-tagged Rac1 F28L mutant substrate. actives 0.6% (n = 340,000). AID 624330. one-dose inhibition, % at 30 µM; IC50 in µM for titrated hits;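 active means first-screen hits whose inhibition reached a set limit at any dose in the follow-up dose series; inconclusive means inhibition above the set first-screen limit but never retested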;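 further: fluorescence reports GDP produced by GAP-driven GTP hydrolysis; strong numbers were not always called active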
# NTR1 agonist: NTR1-driven beta-arrestin-GFP spot formation – imaging, U2OS cells, high content, primary screen (AID 493036); P30989; agonist mode; activation, % at 20 µM; actives 0.17% (n = 330,000);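 active means activation at or above 40% of the spot to cytoplasm intensity ratio, with at least 20 cells analyzed; inconclusive means wells under 20 cells, flagged as cytotoxic or low count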;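 further: 0% = DMSO without peptide and 100% = 100 nM NTR1 peptide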
# Target sequence (P30989 whole entry, looked up): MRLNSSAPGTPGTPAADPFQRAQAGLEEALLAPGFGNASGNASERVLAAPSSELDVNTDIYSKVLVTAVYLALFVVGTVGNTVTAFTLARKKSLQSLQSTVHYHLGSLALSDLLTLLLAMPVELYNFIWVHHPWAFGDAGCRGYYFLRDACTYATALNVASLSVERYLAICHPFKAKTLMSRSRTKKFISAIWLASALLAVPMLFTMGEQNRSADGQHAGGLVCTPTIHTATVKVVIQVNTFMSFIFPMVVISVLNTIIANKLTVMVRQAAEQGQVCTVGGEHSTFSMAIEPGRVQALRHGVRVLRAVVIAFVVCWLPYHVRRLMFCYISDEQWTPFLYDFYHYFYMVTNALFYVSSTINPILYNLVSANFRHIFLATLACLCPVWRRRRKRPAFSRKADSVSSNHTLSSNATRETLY
# NTR1 agonist cell count 20 µM: recorded beside NTR1 agonist, whose call it bears; cell count; measured here: cell count, cytotoxicity flag
# Myeloid diff 2 GFP+ MAC1+ %: also measured in Myeloid diff 2; calls as there; GFP+ MAC1+ double positive, %; measured here: differentiation confirmed by MAC1 staining
# * marks the source's active call; other numbers are inactive results; i = inactive; ? = inconclusive. The list is partial, so the mix of outcomes need not match the whole.
SMILES	Myeloid diff 2	Myeloid diff 2 GFP+ MAC1+ %	MgcRacGAP inhibition	NTR1 agonist	NTR1 agonist cell count 20 µM
CC(C)(C)OC(=O)C[C@H]1C/C=C\C[C@H](CC(=O)N(CCO)Cc2ccccc2)C(=O)N[C@@H](c2ccccc2)COC1=O	i	1.0	0%	1.5	61
NC(=O)c1ccc(NC(=O)Cc2ccc(S(=O)(=O)N3CCCCC3)cc2)cc1	i	0.4	5%	0.0	98
COc1ccc(SCCN2CC[C@@H](C)CCC2=O)cc1	i	2.2	6%	-0.5	63
COC(=O)c1c(C)[nH]c(C(=O)CN2C(=O)NC3(CCOc4ccccc43)C2=O)c1C (stereo not drawn)	i	0.8	4%	1.3	62
C=C(C)CNc1cc(S(=O)(=O)N2CCOCC2)ccc1Oc1ccccc1	i	0.5	4%	2.3	39
O=C(CN(Cc1ccco1)C(=O)c1ccc(F)cc1F)Nc1ccccc1C(F)(F)F	i	1.3	3%	-0.1	93
COc1ccc(C(=O)Nc2ccc(O)c3ccccc23)cc1	i	0.1	?	1.3	44
COc1cccc(NC(=O)COc2cccnc2[N+](=O)[O-])c1	i	0.7	2%	-0.5	64
COc1ccc(CCNC(=O)COC(=O)C2CC2)cc1OC	i	1.3	-12%	-0.5	60
COC(=O)c1ccc(CN(c2ccc(OC)cc2)S(=O)(=O)c2ccccc2)cc1	i	0.8	13%	2.3	63
O=C(OCc1nnc(-c2ccccc2)o1)C1CC(=O)N(CCc2ccccc2)C1 (stereo not drawn)	i	1.1	-1%	-0.9	59
CCN(CC)C(=O)c1ncn(C)c1C(=O)N(CC)CC	i	2.8	10%	-0.2	52
COc1ccc(C(=O)N/C(=C\c2cccc3ccccc23)C(=O)N2CCN(C)CC2)cc1	i	1.3	4%	-1.0	55
Cc1ccc(NC(=O)CN(C)C(=O)COC(=O)c2ccc(Cl)cc2O)cc1	i	0.2	-6%	0.6	89
COc1ccc(C(=O)Nc2ccc(S(=O)(=O)N(C)c3ccccc3)cc2)cc1	i	0.2	3%	4.1	41
CN(C)S(=O)(=O)c1ccc(Cl)c(C(=O)NNC(=O)Cc2nc3ccccc3n2C)c1	i	0.7	-1%	0.6	61

# Limited to MgcRacGAP inhibition and NTR1 agonist cell count 20 µM, for four of the compounds above:
canonical_smiles	MgcRacGAP inhibition	NTR1 agonist cell count 20 µM
Cc1ccc(NC(=O)CN(C)C(=O)COC(=O)c2ccc(Cl)cc2O)cc1	-6%	89
COc1ccc(C(=O)N/C(=C\c2cccc3ccccc23)C(=O)N2CCN(C)CC2)cc1	4%	55
COc1ccc(C(=O)Nc2ccc(S(=O)(=O)N(C)c3ccccc3)cc2)cc1	3%	41
COC(=O)c1ccc(CN(c2ccc(OC)cc2)S(=O)(=O)c2ccccc2)cc1	13%	63

# Next part
SMILES	Myeloid diff 2	Myeloid diff 2 GFP+ MAC1+ %	MgcRacGAP inhibition	NTR1 agonist	NTR1 agonist cell count 20 µM
COc1ccccc1CNC(=O)CN1C(=O)NC2(CCCC2)C1=O	i	0.5	4%	-1.4	64
Cc1ccc(OCCNC(=O)C(C)SCC(=O)Nc2ccc(F)cc2)cc1 (stereo not drawn)	i	1.0	2%	-1.0	51
CN(CC(=O)Nc1ccccc1Br)C(=O)CNC(=O)C1CCCCC1	i	0.7	-1%	0.7	73
O=C(Nc1nc2ccc(F)cc2s1)C1CC(=O)N(c2ccc3c(c2)OCCO3)C1 (stereo not drawn)	i	0.3	3%	-3.9	67
C[C@H](CO)N1C[C@H](C)[C@@H](CN(C)C(=O)NC2CCCCC2)Oc2ccc(NC(=O)Cn3cnnn3)cc2C1=O	i	0.3	7%	0.9	67
CS(=O)(=O)NNC(=O)Cn1nnc(-c2ccc(OCc3ccccc3Cl)cc2)n1	i	0.3	13%	0.0	59
CC(OC(=O)CC1CC2CCC1C2)C(=O)Nc1ccc(C(N)=O)cc1 (stereo not drawn)	i	1.2	4%	2.1	43
CC(C)C(NC(=O)c1ccc(F)cc1)C(=O)N1CCOCC1 (stereo not drawn)	i	0.6	4%	-2.1	56
CC1CC(C)CN(CC(=O)NNC(=O)COc2ccc(Cl)cc2)C1 (stereo not drawn)	i	0.4	5%	0.4	59
CC(=O)c1ccc(N2CCN(C(C)C(=O)Nc3ccc4c(c3)OCCO4)CC2)cc1 (stereo not drawn)	i	1.5	-1%	1.6	57
O=[N+]([O-])c1ccc(-c2c(-c3ccccc3)ncc3ccc(F)cc23)cc1	i	0.1	9%	9.6	60
CC(NC(=O)CN1C(=O)NC2(CCc3ccccc32)C1=O)c1ccc2c(c1)OCCO2 (stereo not drawn)	i	1.0	3%	-0.7	55
Cc1ccc(C)c(NC(=S)NCCN2CCOCC2)c1	i	0.4	6%	-3.2	83
Cc1ccc(NC(=O)C(C)N2CCN(C)CC2)cc1S(=O)(=O)N1CCOCC1 (stereo not drawn)	i	0.4	7%	-1.5	108
O=S(=O)(Nc1ccc(-n2cnnn2)cc1)c1ccc(Cl)s1	i	1.8	-4%	2.1	66
NC(=O)c1ccccc1NC(=O)COC(=O)CSCc1cccc(Cl)c1	i	0.9	-1%	-0.6	56

# Rewritten with each value named: part of the list above
> O=S(=O)(Nc1ccc(-n2cnnn2)cc1)c1ccc(Cl)s1
  Myeloid diff 2 = i; Myeloid diff 2 GFP+ MAC1+ % = 1.8; MgcRacGAP inhibition = -4%; NTR1 agonist = 2.1; NTR1 agonist cell count 20 µM = 66
> Cc1ccc(NC(=O)CN(C)C(=O)COC(=O)c2ccc(Cl)cc2O)cc1
  Myeloid diff 2 = i; Myeloid diff 2 GFP+ MAC1+ % = 0.2; MgcRacGAP inhibition = -6%; NTR1 agonist = 0.6; NTR1 agonist cell count 20 µM = 89
> COc1cccc(NC(=O)COc2cccnc2[N+](=O)[O-])c1
  Myeloid diff 2 = i; Myeloid diff 2 GFP+ MAC1+ % = 0.7; MgcRacGAP inhibition = 2%; NTR1 agonist = -0.5; NTR1 agonist cell count 20 µM = 64

# Later entries
SMILES	Myeloid diff 2	Myeloid diff 2 GFP+ MAC1+ %	MgcRacGAP inhibition	NTR1 agonist	NTR1 agonist cell count 20 µM
COC(=O)Cc1ccc(OC(=O)C2CCN(S(=O)(=O)c3ccc(OC)c(OC)c3)CC2)cc1	i	0.5	4%	2.5	58
CCCC1(c2ccccc2)NC(=O)N(CC(=O)Nc2ccc3c(c2)OCCO3)C1=O (stereo not drawn)	i	0.7	4%	-1.1	44
CN(C(=O)COC(=O)c1cnc(Cl)c(Cl)c1)C1CCCCC1	i	0.9	6%	3.3	36
CC(C)N(C(=O)[C@H]1C[C@H](CC(=O)NCCc2ccccn2)C(=O)N2CCc3c([nH]c4cc(CCC(=O)N(C)C)ccc34)[C@]12C)C(C)C	i	0.5	5%	1.7	54
O=S(=O)(NC1=NCCCCC1)c1ccc(F)cc1F	i	0.4	3%	0.6	72
COc1ccc(-n2cc([N+](=O)[O-])c(=O)c3ccc(Cl)cc32)cc1	i	0.3	10%	-0.4	37
CCCCN(C(=O)c1ccc(COc2ccccc2)o1)c1c(N)n(CC(C)C)c(=O)[nH]c1=O	i	1.0	2%	3.8	76
CC(OC(=O)c1cccc([N+](=O)[O-])c1)C(=O)N1CCc2ccccc21 (stereo not drawn)	i	0.8	2%	0.2	56
O=C(OCC(=O)N1CCCCC1)c1ccc2ccccc2n1	i	0.2	3%	3.7	63
COc1cccc(-c2c(-c3cc(OC)cc(OC)c3)n(C)c3ccc(-c4cccc5[nH]ccc45)cc23)c1	i	1.1	2%	2.5	48
O=C(NCC(=O)N(c1ccccc1)C(C(=O)NC1CCCC1)c1ccncc1)c1ccco1 (stereo not drawn)	i	1.9	-3%	2.8	51
CCCN(CC(=O)Nc1ccccc1C)C(=O)C1CC(=O)N(c2ccc(C)cc2)C1 (stereo not drawn)	i	1.0	3%	-0.6	57
CN1CC(=O)N(CC(=O)NC2CCCCC2)C1=O	i	1.1	0%	3.1	64
O=C(CN1CCN(C(=O)C2CC2)CC1)Nc1cc(C(F)(F)F)cc(C(F)(F)F)c1	i	1.4	2%	-1.1	72
Cc1ccc(C(=O)CN(CCCC(N)=O)C(=O)c2ccncc2)cc1	i	1.7	-2%	0.9	70
CCOC(=O)C1=CNS(=O)(=O)NC1c1ccc(C#N)cc1 (stereo not drawn)	i	0.8	1%	-0.3	62
COc1cccc(NC(=O)CN(C)C(=O)CCCNC(=O)c2ccc(Cl)cc2)c1	i	0.7	5%	0.7	52
Cc1noc(C)c1NC(=O)N(C)C[C@H]1Oc2ccc(NC(=O)CCC(F)(F)F)cc2C(=O)N([C@H](C)CO)C[C@@H]1C	i	0.5	9%	0.1	51
Cc1ccc(-c2nn(-c3ccccc3)cc2C(=O)N2CCN(C3CCS(=O)(=O)C3)CC2)cc1 (stereo not drawn)	i	1.0	0%	0.4	64
CN(c1ccccc1)S(=O)(=O)c1ccc(C(=O)NCc2ccccc2F)cc1	i	0.5	3%	-2.0	47
Cc1ccc2c(Cl)cc(Cl)c(OCC(=O)N3CCOCC3)c2n1	i	0.6	7%	0.4	52
Cc1ccc(S(=O)(=O)N2CCCN(C(=O)c3ccc(-n4cccn4)cc3)CC2)cc1	i	0.3	4%	-2.0	81
COc1ccccc1C(=O)NC(CCSC)C(=O)NNC(=O)C(C)Oc1ccccc1F (stereo not drawn)	i	0.3	5%	1.1	57
Cc1nc(SCc2nc3c(O)cccc3[nH]2)c2oc3ccccc3c2n1	i	0.5	8%	-1.4	61
COc1ccccc1CNCC(=O)Nc1cc(S(=O)(=O)N2CCCCC2)ccc1C	i	0.8	25%	1.0	51
COc1ccc(C(=O)NCCN2CCOCC2)cc1S(=O)(=O)Nc1ccc(C)cc1	i	0.6	12%	0.2	50
C=CCn1c2ccccc2c(=O)c2cc(C#CC[C@@H](C)O)ccc21	i	1.6	-5%	-0.4	48
CN(C)S(=O)(=O)c1ccc(C(=O)Nc2ccc3nc(N4CCOCC4)sc3c2)cc1	i	0.9	4%	-1.6	64
O=C(CCc1nc2ccccc2c(=O)[nH]1)N1CCN(S(=O)(=O)c2ccc(F)cc2)CC1	i	0.5	10%	1.9	52
COc1ccc(/C=C/c2c(-c3cccc(C)c3)oc3ccc(N4CCOCC4)cc23)cc1	i	1.1	7%	1.4	103
C[C@H](CO)N1C[C@H](C)[C@@H](CN(C)S(=O)(=O)c2ccccc2)Oc2c(cccc2N(C)C)C1=O	i	1.3	6%	0.1	62
CCCCn1c(N)c(N(CCC(C)C)C(=O)c2ccccc2-n2cnnn2)c(=O)[nH]c1=O	i	0.6	-1%	-0.2	64
CC(C)(C)OC(=O)C[C@@H]1C/C=C\C[C@@H](CC(=O)N(CCO)Cc2ccccc2)C(=O)N2CCC[C@H]2COC1=O	i	1.0	3%	-0.3	50
Cc1cc(Br)c(NC(=O)COC(=O)C2CCCCC2)c(Br)c1	i	0.5	3%	-0.2	55
O=C(COC(=O)C12CC3CC(CC(O)(C3)C1)C2)Nc1ccc(Br)cc1F	i	1.1	4%	-0.5	68
Cc1cccc(NC(=O)CN2CCN(C(=O)C(C)Oc3ccc(C#N)cc3)CC2)c1C (stereo not drawn)	i	0.4	9%	3.1	58
COc1ccc(-c2sc3ccccc3c2/C=C/c2ccc(OC)c(OC)c2)cc1	i	1.7	4%	4.2	54
CSc1ccccc1NC(=O)CN(C)C(=O)c1c(C)nn(Cc2ccccc2)c1C	i	0.3	3%	-1.6	57
CCCCCCCCCCCCN1[C@@H](CC(C)=O)c2cc(F)cc(F)c2S1(=O)=O	i	3.8	15%	3.7	99
C[C@H](CO)N1C[C@H](C)[C@@H](CN(C)C(=O)Nc2ccccc2)Oc2c(NS(=O)(=O)c3ccccc3)cccc2C1=O	i	0.6	3%	0.6	64
CC(C)N(CC(N)=O)c1ccc(S(=O)(=O)N2CCCC2)cn1	i	0.5	0%	1.7	60
O=C(COC(=O)/C=C/c1cccc(Br)c1)Nc1cccc(S(=O)(=O)NC2=NCCC2)c1	i	0.4	5%	-0.2	65
CCOc1ccc(S(=O)(=O)/N=C(/Nc2ccc(C(C)=O)cc2)c2ccccc2)cc1	i	0.6	-2%	0.8	59
COCCn1c(C)cc(C(=O)COC(=O)Cc2n[nH]c(=O)c3ccccc23)c1C	i	0.6	-1%	0.9	51
NC(=O)c1ccc(NC(=O)COC(=O)c2c[nH]c3ccccc23)cc1	i	0.3	6%	3.0	53
C#CCOCCOCCOCCNc1nc(N2CCOCC2)nc(N2CCN(C(=O)[C@H](CCC(=O)O)n3cc([C@@H](N)CCCCN)nn3)CC2)n1	i	1.3	6%	-0.4	53
O=C(C[C@@H]1C/C=C/CC[C@@H](Cc2ccc(F)cc2)C(=O)O[C@@H](c2ccccc2)CNC1=O)NCCO	i	1.4	7%	-2.6	52
C[C@]12c3[nH]c4ccccc4c3CCN1C(=O)C(CC(=O)NCCN1CCOCC1)C[C@@H]2C(=O)N1CCOCC1 (stereo partly drawn)	i	0.5	9%	-0.7	50
O=C(NCc1ccccc1CN1CCCCC1)c1ccc(Cl)cc1N1CCCC1=O	i	0.9	3%	2.9	45
CCCN(CC(=O)Nc1ccccc1C)C(=O)CSc1ccccc1C	i	1.2	2%	1.3	50
